IL-2 act: qHTS of IL-2 Activators. IL-2 activation reporter assay, cell-based qHTS; stimulated with anti-CD3/CD4/CD28 beads; in transgenic mouse T cells. activation, % (series mostly up to about 46 µM). AID 652025, 2013. actives 0.065% (n = 360,000); in the data active = activation above about 50%; inconclusive = mostly about 30% to 49%; also: 0% is about no effect
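Using fluorescent plate cytometry, EGFP and DsRed are detected in transgenic mouse T cells stimulated 18 h at 37 degrees C with antibody-coated beads after 60 min compound pretreatment.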
HEK293 tox: qHTS of GLP-1 Receptor Inverse Agonists: Cytotox Screen. HEK293 cAMP-luciferase reporter cells, luminescence, 24 h. Potency, µM (doses to about 38.3 µM), for inactives: at the top dose activity change, negative = inhibition, most hits filed as inhibitors. actives 0.13% (n = 410,000);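 also: loss of luciferase light is scored as toxicity; potency is read from the fitted curve at half-maximal effect; % is scaled to controls: 0 for no effect and ±100 for the full control effect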
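To flag toxic compounds, the library was rerun on cells for 24 hr at 37 deg C and 5% CO2. Viability-linked luminescence was captured 12 min after adding luciferase detection reagent.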
GLP1R inv ag: qHTS of GLP-1 Receptor Inverse Agonists (Inhibition Mode). HEK293 GLP-1R CRE-luciferase, luminescence, 24 h; GLP-1R form is constitutively active. Glucagon-like peptide 1 receptor (Homo sapiens), P43220. actives 1.6% (n = 410,000). AID 624417, 2012. Potency, µM (titrated, usually from 38.3 µM), without a hit: top-dose activity change, negative = inhibition, hits mostly inhibitors; also: potency is read from the fitted curve at half-maximal effect; % is scaled to controls: 0 for no effect and ±100 for the full control effect; nearly all actives have a fitted effect of over 55% in size
Target sequence (P43220 whole entry, looked up): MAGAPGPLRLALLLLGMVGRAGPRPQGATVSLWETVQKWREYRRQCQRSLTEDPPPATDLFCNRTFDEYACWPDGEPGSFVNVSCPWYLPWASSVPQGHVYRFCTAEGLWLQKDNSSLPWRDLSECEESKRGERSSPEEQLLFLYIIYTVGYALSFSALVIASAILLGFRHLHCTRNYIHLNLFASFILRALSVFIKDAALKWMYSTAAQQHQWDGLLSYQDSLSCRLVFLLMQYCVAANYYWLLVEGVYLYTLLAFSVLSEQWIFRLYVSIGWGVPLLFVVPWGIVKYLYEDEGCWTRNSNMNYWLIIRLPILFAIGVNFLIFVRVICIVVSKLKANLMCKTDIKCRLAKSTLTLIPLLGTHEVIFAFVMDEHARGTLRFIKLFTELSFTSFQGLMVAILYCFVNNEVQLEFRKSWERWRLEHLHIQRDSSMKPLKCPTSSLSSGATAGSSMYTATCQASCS
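GLP-1R inverse agonism mode: basal reporter luminescence in engineered HEK293 cells measured after one day of compound exposure at 37 deg C, with a 12 min room-temperature detection step.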
PLK1 PBD inh: qHTS for Inhibitors of PLK1-PDB (polo-like kinase 1 - polo-box domain): Primary Screen; Potency, µM, without a hit: max response, negative = inhibition, hits mostly inhibitors; Plk1 PBD binding of FITC phosphopeptide, fluorescence polarization; Serine/threonine-protein kinase PLK1 (Homo sapiens), P53350; actives 2.8% (n = 360,000); also: potency is read from the fitted curve at half-maximal effect; series mostly up to about 57 µM; % is scaled to controls: 0 for no effect and ±100 for the full control effect; nearly all actives have a fitted effect of over 65% in size
EPAC1 antag: qHTS for Antagonist of cAMP-regulated guanine nucleotide exchange factor 3 (EPAC1): primary screen; Rap guanine nucleotide exchange factor 3 (Homo sapiens), O95398; AID 720709, 2013; Potency, µM (titrated, usually from 115 µM), without a hit: at the highest dose activity change, negative = inhibition, usual class: inhibitors; EPAC1 GEF assay, Rap1b-BODIPY-GDP exchange fluorescence; actives 0.14% (n = 360,000);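 also: potency is read from the fitted curve at half-maximal effect; plate controls were vehicle for no effect and positive control for full effect; nearly all actives have a fitted effect of over 50% in size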
EPAC1 ag: qHTS for Agonist of cAMP-regulated guanine nucleotide exchange factor 3 (EPAC1): primary screen; Potency, µM (top dose mostly 154 µM), for the others: at the highest dose activation, usual class: activators; AID 720707, 2013; EPAC1 agonist qHTS, biochemical assay; response scale: 100% = response to 6.5 mM cAMP; actives 0.073% (n = 360,000); also: potency is read from the fitted curve at half-maximal effect; nearly all actives have a fitted effect of over 60% in size
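Multi-concentration qHTS readout: loss of Rap1B-bound BODIPY-GDP fluorescence driven by 100 nM EPAC1 with excess GDP (50 uM), monitored kinetically at room temperature; agonist response expressed relative to 6.5 mM cAMP.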
PTHR1 ag: qHTS for PTHR1 Agonists: Primary Screen; AID 743266, 2014; Potency, µM (series often up to 115 µM), for the others: top-dose activation, hits mostly activators; Parathyroid hormone/parathyroid hormone-related peptide receptor (Homo sapiens), Q03431; HEK293 GP2 PTHR1 cells, GloSensor cAMP luminescence, 1 h; actives 0.075% (n = 410,000); also: potency is read from the fitted curve at half-maximal effect; nearly all actives have a fitted effect of over 55% in size; some results filed as inactive show a strong effect at the top dose; inactives centre near -15; many of its hits are not listed in these tables
Target sequence (Q03431 whole entry, looked up): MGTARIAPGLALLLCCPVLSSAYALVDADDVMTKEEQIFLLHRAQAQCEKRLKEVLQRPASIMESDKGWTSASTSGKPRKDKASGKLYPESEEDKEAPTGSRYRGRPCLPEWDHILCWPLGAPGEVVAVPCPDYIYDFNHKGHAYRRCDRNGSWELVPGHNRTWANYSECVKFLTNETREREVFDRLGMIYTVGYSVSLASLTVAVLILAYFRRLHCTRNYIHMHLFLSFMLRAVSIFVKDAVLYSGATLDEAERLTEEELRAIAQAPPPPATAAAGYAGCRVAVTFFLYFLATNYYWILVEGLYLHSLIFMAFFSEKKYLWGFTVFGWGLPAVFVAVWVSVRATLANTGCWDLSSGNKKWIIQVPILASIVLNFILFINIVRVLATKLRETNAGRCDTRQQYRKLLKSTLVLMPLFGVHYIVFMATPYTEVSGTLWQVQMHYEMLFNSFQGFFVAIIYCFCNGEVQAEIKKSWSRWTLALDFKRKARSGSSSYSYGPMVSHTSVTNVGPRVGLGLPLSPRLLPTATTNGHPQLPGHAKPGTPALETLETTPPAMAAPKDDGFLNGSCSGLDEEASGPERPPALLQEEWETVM
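HEK-293-derived GP2 cells expressing PTHR1 and a GloSensor cAMP reporter, 3,000/well, plated overnight, given luciferin plus IBMX (each 0.5 mM as added) for 1 h at 37 °C, then compound for 1 h at 37 °C. Luminescence was read after 15 min at room temperature.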
PI5P4K alpha inh: qHTS for Inhibitors of phosphatidylinositol 5-phosphate 4-kinase (PI5P4K). PI5P4Kalpha enzyme, ADP-Glo luminescence, 60 min; active compounds read low. max response, %. actives 1.2% (n = 330,000); active = max response of -50% or lower; inconclusive = between -30% and -50%; inactive = -30% or higher; also: value at the top dose of about 77 µM; % is scaled to controls: 0 for no effect and ±100 for the full control effect
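Controls without substrate or without enzyme flank wells where PI5P4Kalpha converts substrate using 5 microM ATP (final). Incubation lasts 60 minutes at room temperature; ADP formed is read by ADP-Glo luminescence.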
GLP1R ag: qHTS of GLP-1 Receptor Agonists; Glucagon-like peptide 1 receptor (Homo sapiens), P43220; HEK293 GLP-1R CRE-luciferase, luminescence, 4-6 h; cells express a hypersensitive GLP-1R form; Potency, µM (top dose mostly 45.6 µM), for inactives: top-dose activation, actives largely listed as activators; actives 0.007% (n = 380,000); AID 624172, 2012; also: potency is read from the fitted curve at half-maximal effect; % of control where 0% means no effect
Active calls of the source: *; i = inactive; ? = inconclusive; . = not tested or not shown; [ ] = another dose, or the depositor's remark. Unless noted, calls follow the shape of the dose curve; as a rule, active = well fitted curve in the direction sought with a large enough effect; inconclusive = small, poorly fitted or top-dose-only effect, or another doubt; inactive = no such curve, though single readings can be large; an effect the other way counts as inactive or inconclusive.

SMILES | IL-2 act | HEK293 tox | GLP1R inv ag | PLK1 PBD inh | EPAC1 antag | EPAC1 ag | PTHR1 ag | PI5P4K alpha inh | GLP1R ag
Cc1ccc(NC(=O)CC2C(=O)NCCN2C(=S)Nc2ccccc2)c(C)c1 (stereo not drawn) | 0.1 | 2% | 3% | -5% | -8% | -9% | i | 9 | -3%
O=C(COC(=O)COc1ccc(Cl)cc1Cl)Nc1cccnc1Cl | -0.4 | 2% | 10% | 1% | -2% | -20% | i | 1 | -6%
CC1CCCCC12NC(=O)N(CC(=O)c1ccc3c(c1)OCO3)C2=O (stereo not drawn) | -0.9 | 6% | -15% | -7% | -13% | 2% | -1% | 2 | -3%
Cc1ccccc1OCC(=O)NN1CCN(C)CC1 | -0.3 | 3% | 10% | -9% | -9% | 4% | i | -1 | 16%
Nc1ncn(C(=S)Nc2ccccc2)n1 | -0.7 | 4.5µM* | ? | -11% | 2% | 5% | -8% | -20 | -1%
CCN(CC)S(=O)(=O)c1ccc(Cl)c(NC(=O)COc2ccccc2[N+](=O)[O-])c1 | 1.2 | -20% | -17% | 3% | -1% | -20% | -3% | -4 | -6%
COC(=O)c1nn(-c2ccc(OC)cc2)c(=O)cc1NN | -0.1 | -3%[7.66 µM] | -5%[7.66 µM] | -6% | -29% | -8% | i | 7 | 7%
CC(=O)c1sc(NC(=O)CS(=O)(=O)c2ccccc2)nc1-c1ccccc1 | -1.0 | -18% | -10% | 1% | 10% | 3% | -1% | -8 | -9%
CC(=O)NC(CC(=O)N1CCN(C(C)=O)CC1)c1ccccc1 (stereo not drawn) | -4.5 | 13% | -1% | -13% | 36%[activator] | 15% | i | -1 | -1%
Cc1oc(C(C)(C)C)cc1C(=O)N1CCN(c2ccc(C(F)(F)F)cn2)CC1 | 0.2 | -6% | ? | 2% | -3% | -18% | -22% | 7 | 0%
CC(C)C(NC(=O)c1cccnc1)C(=O)O (stereo not drawn) | 0.6 | -1% | 6% | -3% | -13% | -2% | -1% | 4 | 2%
O=C(Nc1ccccc1N1CCCC1)c1cccnc1 | -0.8 | 1% | 0% | -7% | -22% | 0% | i | . | -4%
Cc1ccc(Nc2cnn(C34CC5CC(CC(CC(=O)O)(C5)C3)C4)c(=O)c2Cl)cc1C | 0.0 | 1% | 8% | -1% | -3% | 0% | -20%[57.5 µM] | . | -4%
O=C(NCc1ccncc1)[C@@H]1CCCN1C(=O)[C@@H]1CCCN1 | 0.5 | -8% | -8% | -1% | 15% | 6% | i | 0 | -1%
COc1cc(C(=O)NCC2CCCO2)cc(Br)c1OCc1ccccc1 (stereo not drawn) | 1.5 | -9% | ? | -1% | 1% | 8% | -77%[inhibitor] | 10 | 7%
CCn1cc(C(=O)NC(=S)Nc2sc3c(c2C(=O)OC)CCCCCC3)cn1 | -0.8 | 10% | 6% | -7% | 17% | 0% | 0% | 9 | 2%
CCOc1ccc(-n2ccn(CC(=O)NCCc3ccccc3)c(=O)c2=O)cc1 | -0.1 | 12% | 4% | -7% | -8% | 1% | -29% | 6 | -21%
CCNc1nc(C(=O)O)nc(N2CCOCC2)n1 | -0.7 | 6%[7.66 µM] | -3%[7.66 µM] | 1% | 19% | -3% | -23% | 1 | -2%
CCOC(=O)Cc1csc(N(C)C)n1 | -0.3 | 3% | 16% | 3% | -1% | -5% | i | 0 | 4%
C=CCn1c(SCC(=O)O)nnc1-c1cccs1 | -1.4 | -6% | 0% | 6% | 6% | 1% | i | -3 | -5%
Cc1ccc(CNC(=O)CCNS(=O)(=O)c2ccc3c(c2)c(=O)n(C)c(=O)n3C)cc1 | -2.5 | -7% | -4% | -3% | 0% | 3% | i | . | 2%
O=C(Nc1c2c(nn1-c1cccc(Cl)c1)CS(=O)(=O)C2)c1ccco1 | 3.3 | -3% | 47%[activator] | -19% | 1% | 0% | 21% | 5 | 10%
CC1(C(=O)O)CCC(C(N)=O)C1(C)C (stereo not drawn) | -2.7 | 3% | 23% | -5% | 7% | 2% | -1% | -9 | -1%
CCOC(=O)C1CCCN(C(=O)/C=C/c2cc(OC)c(OC)c(OC)c2)C1 (stereo not drawn) | -4.4 | -1% | 27% | -16% | 21% | 5% | 0% | -3 | 22%
CCS(=O)(=O)N1Cc2ccccc2CC1C(=O)N(C)CC(=O)Nc1cccc(F)c1 (stereo not drawn) | -2.1 | 11% | 1% | -18% | -7% | -2% | -22% | 0 | 8%

(next part)
SMILES | IL-2 act | HEK293 tox | GLP1R inv ag | PLK1 PBD inh | EPAC1 antag | EPAC1 ag | PTHR1 ag | PI5P4K alpha inh | GLP1R ag
O=C(CNC(=O)c1cccc(F)c1)OCC(=O)N1CCCc2ccccc21 | 0.2 | 74%[activator] | 14% | -7% | -20% | 6% | -22% | 0 | 1%
Cc1cc(C)cc(OCC(=O)NNC(=O)c2cc3ccccc3o2)c1 | 1.2 | -14% | ? | -7% | 4% | 2% | i | -3 | 1%
COC(=O)c1cccc(NS(=O)(=O)c2ccc(NC(C)=O)cc2)c1C | -2.1 | 2% | 0% | -5% | 14% | -14% | i | 0 | -13%
FC(F)(F)c1ccc(N2CCOCC2)c(Nc2nc3ccccc3n3cnnc23)c1 | 2.9 | ? | -12% | -2% | ? | -20% | -2% | . | 18%
CC(C)Cn1c(-c2ccc(C#N)cc2)nc2c1c(=O)[nH]c(=O)n2CC(C)C | 0.3 | -4% | 0% | 0% | 0% | -2% | -10%[57.5 µM] | 0 | 15%
CN1CCN(c2ccc(NC(=O)c3ccc(-c4ccccc4F)o3)cc2)CC1 | 0.4 | ? | ? | -6% | 3% | -6% | -15% | -5 | 3%
CCOC(=O)CSc1nnc2cc(C)c3ccccc3n12 | -3.1 | 3% | 6% | -23% | 7% | -5% | -11% | -5 | 0%
CC1(C)CC2CC(C)(CN2C(=O)c2ccc([N+](=O)[O-])cc2[N+](=O)[O-])C1 (stereo not drawn) | 0.7 | 2% | 2% | -8% | -24% | -2% | i | -2 | 9%
COc1ccc(S(=O)(=O)N2CCN(c3ccccc3)CC2)cc1OC | -3.1 | 38%[activator] | -3% | -9% | -18% | -10% | ? | 1 | 3%
O=C(Cn1nc(Cc2cccnc2)c2ccccc2c1=O)N1CCN(c2ccccn2)CC1 | -0.9 | 9% | 23% | -7% | -13% | 2% | i | 4 | 1%
CCNC(=O)NC(=O)CSc1ccc(S(=O)(=O)N2CCCCC2)cn1 | -1.7 | -13% | 9% | -4% | 10% | 7% | -14% | -4 | 8%
O=C(c1cc(=O)c2ccccc2o1)N1CCN(c2ccccc2)CC1 | -0.2 | -8% | 15% | -12% | 5% | 5% | i | -2 | 2%
Nc1nc(Nc2ccc(Cl)cc2)nc(NCCO)c1[N+](=O)[O-] | -1.1 | -25% | 1% | 2% | 11% | 2% | i | ? | 19%
CCOc1ccc(NC(=O)COC(=O)c2cc(S(=O)(=O)N3CCCC3)ccc2C)cc1 | 0.4 | -20% | ? | -1% | 2% | 13% | -27% | -5 | 2%
O=C1CC(NNc2ccccc2)C(=O)N1c1cccc(Cl)c1 (stereo not drawn) | 0.0 | 47%[activator] | ? | -26% | -14% | -6% | -21%[57.5 µM] | 2 | -17%
COc1ccccc1CNC(=O)CN1C(=O)NC(C)(c2ccc(C)cc2)C1=O (stereo not drawn) | 1.6 | 7% | 20% | -3% | -4% | 8% | i | 3 | 5%
CCOc1cc(S(=O)(=O)N(CC)CC)ccc1Cl | 1.4 | 3% | -23% | 3% | -4% | 6% | i | 8 | 27%
CCOC(=O)N1CCC(N2Cc3cccc(C(=O)N4CCN(c5cccc(Cl)c5)CC4)c3C2=O)CC1 | -2.3 | -7% | -18% | -15% | -2% | 0% | i | 4 | 5%

An excerpt of these results, with tabs:
SMILES	IL-2 act	HEK293 tox	GLP1R inv ag	PLK1 PBD inh	EPAC1 antag	EPAC1 ag	PTHR1 ag	PI5P4K alpha inh	GLP1R ag
CN1CCN(c2ccc(NC(=O)c3ccc(-c4ccccc4F)o3)cc2)CC1	0.4	?	?	-6%	3%	-6%	-15%	-5	3%
CCOC(=O)CSc1nnc2cc(C)c3ccccc3n12	-3.1	3%	6%	-23%	7%	-5%	-11%	-5	0%
CC1(C)CC2CC(C)(CN2C(=O)c2ccc([N+](=O)[O-])cc2[N+](=O)[O-])C1 (stereo not drawn)	0.7	2%	2%	-8%	-24%	-2%	i	-2	9%
COc1ccc(S(=O)(=O)N2CCN(c3ccccc3)CC2)cc1OC	-3.1	38%[activator]	-3%	-9%	-18%	-10%	?	1	3%
O=C(Cn1nc(Cc2cccnc2)c2ccccc2c1=O)N1CCN(c2ccccn2)CC1	-0.9	9%	23%	-7%	-13%	2%	i	4	1%
CCNC(=O)NC(=O)CSc1ccc(S(=O)(=O)N2CCCCC2)cn1	-1.7	-13%	9%	-4%	10%	7%	-14%	-4	8%
O=C(c1cc(=O)c2ccccc2o1)N1CCN(c2ccccc2)CC1	-0.2	-8%	15%	-12%	5%	5%	i	-2	2%
Nc1nc(Nc2ccc(Cl)cc2)nc(NCCO)c1[N+](=O)[O-]	-1.1	-25%	1%	2%	11%	2%	i	?	19%
CCOc1ccc(NC(=O)COC(=O)c2cc(S(=O)(=O)N3CCCC3)ccc2C)cc1	0.4	-20%	?	-1%	2%	13%	-27%	-5	2%

Not all compounds are listed (hit frequency here may not be typical).
